MEKK2mut PB1 HTS – MEK5 binding signal on mutant MEKK2 PB1, primary screen, biochemical, multiplex bead flow cytometry, Alexa488-MEK5; Alexa488-MEK5 binding to MEKK2 mutant; percent response, % at 10 µM; actives 0.35% (n = 290,000); in the data active means percent response above about 24%, passing the limit was not always enough; further: inactives centre near 1; some results filed as inactive read as strong as hits
GalR3 antag – GalR3 antagonists in HEK293 cells, primary screen, cell-based, fluorescence readout. actives 0.44% (n = 360,000). inhibition, % at 3 µM. HEK293 GalR3-CNG cAMP membrane potential fluorescence; galR3 body fused to GalR1 C-terminus. AID 651719, 2012. Galanin receptor type 3 (Homo sapiens), O60755;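 active means inhibition above the screen-wide average plus 3 SD, cut at about 13% in these data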;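 further: forskolin and galanin both at EC90 stimulate the cells; cAMP rise reported by CNG channel membrane potential dye signal; 0% = forskolin plus galanin with DMSO and 100% = forskolin alone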
Target sequence (O60755 1-299 limits assumed): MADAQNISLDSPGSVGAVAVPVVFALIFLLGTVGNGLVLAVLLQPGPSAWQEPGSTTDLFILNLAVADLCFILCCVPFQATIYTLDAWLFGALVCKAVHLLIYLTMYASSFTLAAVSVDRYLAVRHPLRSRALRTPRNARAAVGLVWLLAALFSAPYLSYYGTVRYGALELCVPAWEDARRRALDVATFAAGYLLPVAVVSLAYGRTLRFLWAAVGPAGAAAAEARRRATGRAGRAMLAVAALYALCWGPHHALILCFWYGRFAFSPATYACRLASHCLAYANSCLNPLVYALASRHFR
MEKK2wt PB1 HTS – modulators of MEK5 binding to wildtype MEKK2, primary screen, biochemical, multiplex bead flow cytometry, Alexa488-MEK5 | AID 1531, 2009 | Mitogen-activated protein kinase kinase kinase 2 (Homo sapiens), Q9Y2U5 | binding response (% of control), % at 10 µM | Alexa488-MEK5 binding to MEKK2 WT; actives lie on both sides | actives 1.1% (n = 290,000); in the data active means binding response below about 67% or above about 130%
NS3 helicase inh – inhibitors of HCV NS3 helicase, primary screen, biochemical, Cy5 molecular beacon fluorescence; Hepatitis C virus NS3 helicase; NS3 helicase DNA unwinding; inhibition, % at 10.9 µM; actives 0.56% (n = 290,000);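 active means inhibition above the mean of all tested compounds plus 3 SD, set per campaign, cut at about 35% in these data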;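 further: 0% = DMSO wells and 100% = thioflavine S control wells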
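Control set: DMSO versus 110 µM thioflavine S; Material: NS3 helicase fragment of HCV; Measured by: Cy5 fluorescence at 0 and 60 min, beacon hairpin quenching; Read-out basis: percent inhibition from t60/t0 fluorescence ratio; Times: reaction time 60 min, 25 °C; Repeats: single replicate; Compound dosing: single dose, 10.9 µM nominal final, DMSO 0.8% final.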
CRFR2-BP ag – agonists of CRF-BP/CRF-R2 complex, primary screen, cell-based, HEK293, calcium dye fluorescence, uHTS; CRF-binding protein / CRF receptor 2 complex (human); calcium dye fluorescence (FLIPR); percent of saturating CRF peptide response; activation, % at 13.2 µM; actives 0.46% (n = 350,000); AID 588473, 2011;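 active means activation of at least 50%, plus an integration ratio under a set limit after plate pattern correction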;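 further: plate controls were neutral control wells without compound for no effect and CRF at EC100 for full effect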
CRFBP-R2 block – antagonists of CRF-BP/CRF-R2 complex, primary screen, cell-based, HEK293, calcium dye fluorescence, uHTS; CRF-induced calcium fluorescence; inhibition, % at 11.8 µM; actives 0.59% (n = 350,000); AID 588475, 2011;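 active means inhibition of the ligand-induced calcium signal above about 50% at the single tested concentration, limit read from the data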
MEKK3 PB1 HTS – modulators of MEKK3-MEK5 PB1 binding, primary screen, biochemical, wildtype MEKK3, multiplex bead flow cytometry, Alexa488-MEK5; Mitogen-activated protein kinase kinase kinase 3 (Homo sapiens), Q99759; bead-based flow cytometry, Alexa488-MEK5 binding to MEKK3; actives lie on both sides; 0 = blocked by unlabeled MEK5, 100 = vehicle; binding response (% of control), % at 10 µM; actives 1.4% (n = 290,000); AID 1529, 2009;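 active means binding response more than 3 SD above or below the average of its plate-row segment, actives on both sides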;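 further: Alexa488 bead fluorescence after subtracting the streptavidin-only scavenger bead signal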
Target sequence (Q99759 whole entry, looked up): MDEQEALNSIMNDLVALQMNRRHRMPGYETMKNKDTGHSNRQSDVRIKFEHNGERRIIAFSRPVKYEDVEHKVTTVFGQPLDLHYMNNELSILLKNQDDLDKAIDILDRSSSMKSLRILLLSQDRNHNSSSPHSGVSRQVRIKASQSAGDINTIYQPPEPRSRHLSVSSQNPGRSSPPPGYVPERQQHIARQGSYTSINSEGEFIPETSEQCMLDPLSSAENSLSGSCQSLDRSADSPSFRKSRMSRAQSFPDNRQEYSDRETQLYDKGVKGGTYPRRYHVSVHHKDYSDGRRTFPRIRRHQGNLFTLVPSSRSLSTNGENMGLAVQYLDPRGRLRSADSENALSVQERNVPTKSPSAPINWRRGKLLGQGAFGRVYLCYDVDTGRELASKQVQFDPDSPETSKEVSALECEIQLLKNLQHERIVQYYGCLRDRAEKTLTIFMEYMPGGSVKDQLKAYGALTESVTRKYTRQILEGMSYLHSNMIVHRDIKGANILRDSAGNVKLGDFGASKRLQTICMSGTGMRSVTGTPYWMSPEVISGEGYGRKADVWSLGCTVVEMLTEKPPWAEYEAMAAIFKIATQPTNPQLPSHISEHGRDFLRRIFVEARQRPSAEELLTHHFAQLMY
FID counter – compounds displacing fluorescent DNA intercalator, primary screen, artefact control for HCV NS3 helicase inhibitor project, biochemical, FID fluorescence; inhibition, % at 7.9 µM; actives 0.17% (n = 290,000); DNA fluorescent intercalator displacement; AID 1845, 2009; in the data active means inhibition above about 37%;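 further: 0% = vehicle and 100% = reference compound; higher means more ethidium bromide displaced from hairpin DNA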
SUMO HTRF inh – inhibitors of in vitro SUMOylation cascade, primary screen, biochemical, HTRF, uHTS; inhibition, % at 35 µM; HTRF SUMOylation assay, SAE1/SAE2 + UBC9; actives 0.36% (n = 290,000); SUMO-conjugating enzyme UBC9 (Homo sapiens), P63279; in the data active means inhibition above about 50%, passing the limit was not always enough; further: strong numbers were not always called active
Target sequence (P63279 whole entry, looked up): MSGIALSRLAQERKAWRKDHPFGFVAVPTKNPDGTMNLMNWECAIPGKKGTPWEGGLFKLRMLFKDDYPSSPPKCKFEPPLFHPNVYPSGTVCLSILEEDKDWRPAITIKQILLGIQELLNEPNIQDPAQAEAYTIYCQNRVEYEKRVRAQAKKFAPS
Active calls of the source: *; . = not tested or not shown. Some of the compounds tested; rates above refer to the full screens.

SMILES | MEKK2mut PB1 HTS | GalR3 antag | MEKK2wt PB1 HTS | NS3 helicase inh | CRFR2-BP ag | CRFBP-R2 block | MEKK3 PB1 HTS | FID counter | SUMO HTRF inh
C/C(=N\NC(=O)c1nnn(-c2nonc2N)c1CN(C)c1ccccc1)c1cccc(O)c1 | 2 | 2 | 101 | -6 | 0.4 | -20 | 103 | -27 | -9
O=C(c1ccc(F)cc1)N1CCCC(c2nc(-c3cccs3)no2)C1 (centres undefined) | 0 | -4 | 102 | 5 | -0.1 | 19 | 109 | -15 | 1
CCCCC(=O)N1CCN(c2nc(-c3ccc(F)cc3)cs2)CC1 | 0 | -3 | 99 | -5 | 0.2 | 22 | 98 | -31 | -13
C/C(=C1/C(=O)N(c2ccc([N+](=O)[O-])cc2)N=C1c1ccccc1)N(C)C | 1 | . | 95 | 16 | . | . | 98 | -11 | -17
CC(C)(C)NC(=O)NC(=O)CSc1nnc2ccccn12 | 9 | -3 | 104 | 7 | 21 | 15 | 105 | -1 | 28
CCOc1ccc(C(=O)CC(=O)C(=O)NCCc2ccc(OC)c(OC)c2)cc1 | -2 | 2 | 96 | 6 | -0.5 | -2 | 96 | -22 | -17
Cn1c(=NC(=O)COc2ccccc2)sc2cc(F)cc(F)c21 | 2 | . | 99 | 3 | 3.1 | -8 | 99 | -2 | 21
CCn1nc(CC(=O)Nc2ccc(-n3cnnn3)c(C)c2)c2ccccc2c1=O | 3 | -2 | 100 | 1 | -0.5 | 3 | 104 | -6 | 22
C=CCn1c(O)c(C2=c3ccccc3=NC2=O)sc1=Nc1ccc(O)cc1 | 1 | -3 | 90 | . | -1.6 | 25 | 93 | . | -29
O=C(c1ccsc1)N1CCCC(N2CCOCC2)C1 (centres undefined) | -6 | 5 | 100 | 4 | -0.4 | 2 | 94 | -5 | 2
O=C1Nc2ccc([N+](=O)[O-])cc2OC1CCN1CCN(c2ccccc2)CC1 (centres undefined) | 0 | -8 | 97 | 1 | 5.7 | -6 | 99 | -2 | -14
COc1cc(CN2CC(C)CC(C)C2)cc([N+](=O)[O-])c1O (centres undefined) | 2 | -8 | 106 | 2 | -1.9 | 10 | 107 | 0 | 10
CCCC(C)NC(C)C(=O)NC1CCCC1 (centres undefined) | 10 | -7 | 104 | 2 | -2.8 | 24 | 99 | 1 | 14
CCOC(=O)C1CCCN(C(=O)Cc2ccc(Cl)cc2)C1 (centres undefined) | 0 | 3 | 102 | 12 | 0.7 | 5 | 100 | -21 | -26
C/C(=N\NS(=O)(=O)c1ccc(C)cc1)c1cccs1 | -2 | -7 | 97 | -4 | -0.9 | -8 | 105 | -6 | 15
CCn1cc(S(=O)(=O)Nc2cc(C)ccc2F)cn1 | 4 | 3 | 98 | 23 | 0.1 | -3 | 102 | -11 | 9
CCNC(=S)Nc1ccc(Cl)c(C(F)(F)F)c1 | -1 | -2 | 99 | 4 | 8.9 | 30 | 102 | -2 | 0
CCOc1ccccc1NC(=O)N1CCC(c2nc3ccccc3[nH]2)CC1 | 7 | -8 | 113 | 2 | -0.5 | -56 | 103 | -2 | 13
Cc1ccc(Cn2nc(C)c(NC(=O)c3cc(C)no3)c2C)cc1 | 5 | 0 | 108 | -6 | -0.1 | -5 | 108 | -6 | 6
Cn1nnnc1N=N/C(=N/Nc1ccccc1)c1ccccc1 | 2 | -3 | 102 | -1 | -0.4 | -2 | 99 | -3 | 17
NS(=O)(=O)c1ccc(CCNC(=O)CNC(=O)c2ccc(F)cc2)cc1 | -2 | -9 | 102 | 9 | -1.9 | 8 | 102 | -2 | -12
O=C(NC1CCCc2ccccc21)C1CCN(c2nnc(-n3cccc3)s2)CC1 (centres undefined) | -2 | 0 | 105 | 6 | -1.8 | 10 | 107 | -25 | 12
O=C(Cc1ccc(Cl)c(Cl)c1)Nc1ccc2[nH]c(=O)[nH]c2c1 | -2 | -1 | 99 | 5 | -2.1 | 14 | 98 | 0 | 22
Cc1cc(=O)n2c(n1)SCOC2 | 1 | -1 | 98 | 20 | 2.9 | 30 | 98 | -1 | 3
COc1cc(C(=O)OCn2nnc3ccccc3c2=O)cc(OC)c1OC | 3 | 0 | 107 | 0 | -1.2 | -31 | 105 | -20 | 10
Cc1ccc(SCC(=O)c2sc(-c3ccccc3)nc2C)cc1 | 3 | 5 | 103 | -2 | -0.2 | 18 | 103 | -3 | 7
CCOc1ccc(NC(=O)CSc2nc3cccnc3n2CC)cc1 | 2 | 4 | 103 | -5 | -1.7 | -17 | 103 | -7 | -27
Cc1cccc(N2CCN(C(=O)Cn3cnc4c3c(=O)n(C)c(=O)n4C)CC2)c1C | 2 | -1 | 101 | -1 | -2.2 | 6 | 89 | -23 | 4
CCCN(CCC)CCCNC(=O)c1cn(CC)c2ccc(S(=O)(=O)N(C)C3CCCCC3)cc2c1=O | 0 | 0 | 105 | -69 | 0.5 | -9 | 100 | 21 | 3
CCOC(=O)c1sc2nccc(OC)c2c1N=CN(C)C | -5 | -7 | 90 | -1 | 3.4 | -2 | 98 | -3 | 31

By substructure, the entries above containing a thiophene ring, fused or not
SMILES | MEKK2mut PB1 HTS | GalR3 antag | MEKK2wt PB1 HTS | NS3 helicase inh | CRFR2-BP ag | CRFBP-R2 block | MEKK3 PB1 HTS | FID counter | SUMO HTRF inh
O=C(c1ccc(F)cc1)N1CCCC(c2nc(-c3cccs3)no2)C1 (centres undefined) | 0 | -4 | 102 | 5 | -0.1 | 19 | 109 | -15 | 1
O=C(c1ccsc1)N1CCCC(N2CCOCC2)C1 (centres undefined) | -6 | 5 | 100 | 4 | -0.4 | 2 | 94 | -5 | 2
C/C(=N\NS(=O)(=O)c1ccc(C)cc1)c1cccs1 | -2 | -7 | 97 | -4 | -0.9 | -8 | 105 | -6 | 15
CCOC(=O)c1sc2nccc(OC)c2c1N=CN(C)C | -5 | -7 | 90 | -1 | 3.4 | -2 | 98 | -3 | 31

Following part.
SMILES | MEKK2mut PB1 HTS | GalR3 antag | MEKK2wt PB1 HTS | NS3 helicase inh | CRFR2-BP ag | CRFBP-R2 block | MEKK3 PB1 HTS | FID counter | SUMO HTRF inh
S=c1[nH]nc(-c2ccc(Cl)cc2)n1-c1ccc(Cl)cc1 | 10 | -10 | 110 | -4 | -2.5 | 14 | 102 | -27 | 5
O=C(NC1CCCC1)C(c1ccncc1)N(CCCN1CCOCC1)C(=O)c1ccc(-c2ccccc2)[nH]1 (centres undefined) | 0 | -5 | 111 | -23 | -0.9 | -1 | 116 | 6 | 2
CS(=O)(=O)Nc1ccc(C(=O)NCCSCc2ccccc2)cc1 | 2 | -2 | 101 | -2 | 0.3 | 12 | 100 | -3 | 8
COC(=O)c1cc(C(=O)OC)cc(-n2c(C)cc(C(=O)CC#N)c2C)c1 | 0 | 1 | 99 | 26 | 0.0 | 14 | 101 | -22 | 16
CC(=O)Oc1ccc(N2C(=O)[C@@H]3[C@H](C2=O)[C@H]2c4ccccc4C=NN2[C@@H]3C(C)=O)cc1 | 6 | 4 | 102 | 1 | 1.8 | 16 | 94 | -7 | 3
COc1cc(=O)[nH]c(SCc2c(F)c(F)c(F)c(F)c2F)n1 | 3 | -6 | 102 | 6 | -0.9 | 0 | 104 | -11 | -8
CC1(C)CC2CC(C)(CN2Cc2c(O)ccc3ccccc23)C1 (centres undefined) | -6 | 1 | 96 | -2 | 0.4 | -22 | 100 | -4 | 16
Cc1cc(Cl)ccc1NC(=S)NCc1ccccc1 | 3 | -3 | 104 | 1 | -2.1 | 28 | 101 | -2 | -2
CN(C(=O)COC(=O)c1ccc2[nH]c3c(c2c1)CCCC3)C1CCS(=O)(=O)C1 (centres undefined) | -1 | -4 | 105 | 4 | -3.8 | 7 | 107 | -28 | 15
Nc1[nH]nc2c1NN(c1ccc(Cl)cc1Cl)N2 | -5 | -3 | 88 | -21 | 1.6 | 37 | 84 | 4 | 6
CN(CC(=O)Nc1cccc([N+](=O)[O-])c1)S(=O)(=O)c1ccccc1 | 0 | -5 | 103 | 5 | -2.9 | 7 | 102 | 5 | 9
CC1CCN(CCCNC(=O)C2CC(=O)N(CCc3ccccc3)C2)CC1 (centres undefined) | 6 | 4 | 105 | 0 | 0.3 | 15 | 103 | -4 | 0
O=C(Nc1ccc(-c2csc(Nc3ccccc3)n2)cc1)c1cc([N+](=O)[O-])cc(C(F)(F)F)c1 | 1 | -3 | 74 | . | -0.5 | 3 | 70 | . | -33
COc1cccc(OCC(=O)N2CCCc3ccccc32)c1 | 2 | -9 | 97 | -2 | 0.5 | -4 | 104 | -24 | 9
CCn1c(CNc2ccc(F)cc2)nnc1SCC(=O)Nc1ccc(OC)cc1OC | 1 | -10 | 99 | -11 | -0.1 | -7 | 99 | -27 | 1
NC(=O)C1CCN(C(=O)C2CC(=O)N(c3ccc(F)cc3)C2)CC1 (centres undefined) | 2 | 3 | 105 | -4 | -0.2 | 1 | 101 | -1 | 5
CC(C(=O)O)n1c2ccccc2c2cnn(C)c(=O)c21 (centres undefined) | 0 | -10 | 105 | 33 | 3.3 | 10 | 104 | -9 | 9
COC(=O)CN(c1ccccc1)S(=O)(=O)c1cc(Br)ccc1OC | 6 | -7 | 106 | -10 | 0.5 | 12 | 104 | -13 | -9
O=C1/C(=C/c2cccnc2)SC(=NCc2ccccc2)N1Cc1ccccc1 | -7 | -5 | 98 | 18 | 5.2 | -19 | 106 | 2 | 3
CCOC(=O)CCCc1c[nH]c2ccccc12 | 3 | -6 | 101 | 4 | 1.6 | 35 | 99 | -7 | 7
N/C(=N\OC(=O)c1ccc(Br)cc1)c1ccccc1 | 6 | -6 | 103 | 3 | -1.0 | -19 | 104 | 0 | 15
Cc1cc(-n2cc(Br)c(=O)[nH]c2=O)nc(-c2ccccc2)n1 | -12 | -3 | 89 | 0 | -1.8 | 4 | 91 | -3 | -2
Cc1sc2ncnc(NCc3cccnc3)c2c1C | -2 | -6 | 105 | 2 | 0.3 | 2 | 106 | -13 | -15
CCOC(=O)C1CCCN(C(=O)CCn2nnnc2CN2CCOCC2)C1 (centres undefined) | -1 | -1 | 104 | 13 | 1.8 | -13 | 104 | -4 | 19
O=c1[nH]cc(C(F)(F)F)cc1NS(=O)(=O)c1ccccc1[N+](=O)[O-] | -2 | 2 | 101 | 4 | 0.5 | 10 | 94 | -2 | 13
CCN(Cc1ccc(NC(C)=O)cc1)CC1CCCN(CCc2cccc(OC)c2)C1 (centres undefined) | 1 | -9 | 105 | -3 | 0.6 | 9 | 95 | 13 | 12
CN(C(=O)/C=C/c1cnc2ccccc2c1)C1CCCCC1 | 0 | -5 | 101 | 0 | -0.2 | 5 | 104 | -31 | -6

Compound activity: PubChem BioAssay, several laboratories
